ST2 inh = inhibitors of human ST2 (IL1RL1) binding to IL-33; Q01638; AlphaLISA ST2-Fc/biotin-IL-33 interaction, 1 h; inhibition, % for hits at 17 µM; 78,000 compounds, 2.3% hits; in the data active means inhibition above about 30%; inconclusive means mostly about 10% to 28%
Target sequence (Q01638 whole entry, looked up): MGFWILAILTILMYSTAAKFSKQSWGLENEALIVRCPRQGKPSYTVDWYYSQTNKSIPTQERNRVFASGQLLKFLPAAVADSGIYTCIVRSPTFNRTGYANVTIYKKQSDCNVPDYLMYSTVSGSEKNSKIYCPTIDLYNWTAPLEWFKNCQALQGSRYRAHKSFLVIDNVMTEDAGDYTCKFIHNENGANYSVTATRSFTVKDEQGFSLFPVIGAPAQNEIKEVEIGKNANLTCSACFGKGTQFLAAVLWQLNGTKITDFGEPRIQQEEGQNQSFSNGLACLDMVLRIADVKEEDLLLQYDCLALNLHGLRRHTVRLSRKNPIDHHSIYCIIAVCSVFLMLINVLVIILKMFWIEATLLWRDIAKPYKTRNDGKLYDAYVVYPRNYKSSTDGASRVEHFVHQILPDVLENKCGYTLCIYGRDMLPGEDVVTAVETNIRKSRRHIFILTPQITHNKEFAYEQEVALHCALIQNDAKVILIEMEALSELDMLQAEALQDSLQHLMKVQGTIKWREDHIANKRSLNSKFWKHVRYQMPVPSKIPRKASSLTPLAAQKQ
Starred values were filed as active, the others as inactive; i = inactive; ? = inconclusive. An excerpt. The share of hits here may be higher or lower than overall.

SMILES	ST2 inh
CCOc1ccc(S(=O)(=O)N2CCSC2c2cccc([N+](=O)[O-])c2)cc1 (stereo not given)	i
COc1ccccc1C(=O)C1CCCN(C(=O)Cn2nc3ccccc3n2)C1 (stereo not given)	i
C=C1[C@H](OC(C)=O)[C@H]2[C@@H](OC(C)=O)[C@](C)(OC(C)=O)C[C@]2(OC(C)=O)C(=O)[C@H](C)/C=C/C(C)(C)C(=O)[C@H](OC(=O)C(C)CC)[C@H]1OC(C)=O (stereo not given in full)	i
CC1=C(C(=O)Nc2ccccn2)C(c2ccc(N(C)C)cc2)C2=C(CCCC2=O)N1 (stereo not given)	i
COc1cccc(CN2CCCC3(CCN(Cc4cnc(C)nc4)C3)C2=O)c1 (stereo not given)	?
CCCc1cc(C(=O)Nc2sc3c(c2C#N)CCCC3)no1	?
CCC(C)Sc1nc2c(c(=O)n1-c1ccc(Cl)cc1)SCC2 (stereo not given)	?
COc1ccc(C2CC(=O)C3=C(C2)OC(N)=C(C#N)C3c2ccccc2)cc1OC (stereo not given)	i
O=C(CN1CCOC1=O)N1CCOC(c2ccc(Cl)c(Cl)c2)C1 (stereo not given)	i
COCC1Cc2cc3c(c(OC)c2C(c2ccc(OC)c(OC)c2)C1COC)OCO3 (stereo not given)	i
Cc1[nH]cnc1-c1c(-c2ccccc2)ncn1C	i
O=C(c1ccc(Cl)cc1)N1CCN=C1SCc1ccccc1F	i
O=[N+]([O-])c1cc(-n2ncnc2-c2ccccc2Cl)ccc1F	i
Cc1ccc(C(C)(C)NC(=O)CCN2CCCCO2)cc1	?
COc1ccc(C2=Cc3cc(OC)c(OC)cc3/C(=C/c3ccc(OC)c(OC)c3)O2)cc1	i
COc1ccc(C2C3=C(CCCC3=O)Nc3nc(SCc4ccccc4)nn32)cc1 (stereo not given)	i
O=C(c1cn(CC2COc3ccccc3O2)nn1)N1CCC(CN2CCOCC2)CC1 (stereo not given)	i
c1cc(N2CCOCC2)ncc1-c1noc([C@@H]2CCCN2C2CCOCC2)n1	i
CCOc1ccc(N2C(=O)Nc3ccccc3C2(O)C(=O)NCCCN2CCCCC2)cc1 (stereo not given)	i
CN(Cc1ccco1)C(=O)CN1C(=O)CCc2cc(S(=O)(=O)N3CCCC3)ccc21	?
COC(=O)c1ccc(-c2ccc(-c3nc4sc5c(c4c(=O)[nH]3)CCCC5)o2)cc1	i
Clc1ccc(C2CC(c3ccccc3)Nc3nnnn32)c(Cl)c1 (stereo not given)	i
Nc1ccc(S(=O)(=O)Nc2nccc(/C=C/c3ccc(Cl)cc3)n2)cc1	i
COc1cc2c(cc1OC)-c1nnc(C)n1C1(CCCC1)C2	i
COc1cccc(-c2cc(C(F)(F)F)nc(-n3ccnc3)n2)c1	?

Four structures from above, sorted by SMILES length, largest number first:
SMILES	ST2 inh
CC1=C(C(=O)Nc2ccccn2)C(c2ccc(N(C)C)cc2)C2=C(CCCC2=O)N1 (stereo not given)	i
CCOc1ccc(N2C(=O)Nc3ccccc3C2(O)C(=O)NCCCN2CCCCC2)cc1 (stereo not given)	i
c1cc(N2CCOCC2)ncc1-c1noc([C@@H]2CCCN2C2CCOCC2)n1	i
CCC(C)Sc1nc2c(c(=O)n1-c1ccc(Cl)cc1)SCC2 (stereo not given)	?

Carrying on:
SMILES	ST2 inh
OCc1nn2c(c1Br)NC(c1ccc(Br)o1)CC2C(F)(F)F (stereo not given)	?
CC(=O)c1cccc(CN2CCCC(O)(CO)CC2)c1 (stereo not given)	?
O=C(O)C1C2C=CC(C2)C1C(=O)N1CCCC1 (stereo not given)	i
CN(CCC#N)S(=O)(=O)c1ccc2c(c1)CCN2C(=O)C1CC1	i
CN(C)[C@@H]1C[C@@H](C(=O)O)N(Cc2ncc[nH]2)C1	?
O=C(Nc1ccc(Br)cc1F)C(NS(=O)(=O)c1cccs1)c1ccccc1 (stereo not given)	i
O=C(NCC1Cc2cccc(-c3cnccn3)c2O1)C1CCCc2c1[nH]c1ccccc21 (stereo not given)	?
CCn1ncc(C(=O)NCCc2nc(-c3ccc(Cl)cc3)no2)c1C	?
CC(=O)NC1=NN(C(C)=O)C(C)(CS(=O)(=O)c2ccc(C)cc2)S1 (stereo not given)	i
Cc1ccc(C(=O)NC2CCC(NC(=O)c3ccc(C)cc3)CC2)cc1 (stereo not given)	i
COc1ccc(C2N(c3ccc(Cl)c(Cl)c3)C(=O)C3CCCN32)cc1 (stereo not given)	i
COc1ccc2c(c1)Sc1ccccc1N2CCN(C)C	?
CCOc1ccccc1C(=O)Nc1sc2c(c1C#N)CCC2	?
O=C(Cn1cc(-c2ccccn2)cn1)Nc1ccn(Cc2ccccc2)n1	?
CCSc1nc(C2CC2)cc(-c2ccco2)c1C#N	?
CCOc1ccc(C2=C(CN3CCOCC3)C(c3ccccc3)c3ccccc3O2)cc1 (stereo not given)	31%*
CCOC(=O)C1(CCc2ccccc2)CCN(Cc2ccc(OC)cc2)CC1	?
Cc1ccsc1-c1nccn1CCCn1ccnc1	i
Cc1c(N=Cc2ccc(F)cc2)c(=O)n(-c2ccccc2)n1C	i
O=S(=O)(NC[C@H]1O[C@@H](CO)[C@@H](O)[C@H]1N1CCN(c2ccccn2)CC1)c1ccccc1	?
Cc1ccc(-n2c(C)nc3c(cnn3-c3ccc(F)cc3)c2=O)cc1C	i
N=C1S/C(=C/c2ccc(-c3cccc(F)c3)o2)C(=O)N1c1nccs1	?
Cc1ccc(C(=O)NCCC2CN(Cc3ccco3)CCO2)cn1 (stereo not given)	i
C=CCSc1nnc2c(n1)OC(c1ccc(C)o1)N(C(C)=O)c1ccccc1-2 (stereo not given)	i
CCn1ccnc1-c1c(-c2ccccc2)ncn1CCc1ccncc1	?

Structural class, the compounds so far containing a nitro group on carbon.
SMILES	ST2 inh
CCOc1ccc(S(=O)(=O)N2CCSC2c2cccc([N+](=O)[O-])c2)cc1 (stereo not given)	i
O=[N+]([O-])c1cc(-n2ncnc2-c2ccccc2Cl)ccc1F	i

Going on with the list.
SMILES	ST2 inh
Brc1cc(Br)c2nc(-c3ccccc3)cn2c1	i
CC(C)(C)CC(=O)Nc1cccc(I)c1	i
Cc1cnc(C(=O)N2CC[C@@H](c3sccc3C)[C@H](O)C2)cn1	i
O=C(c1cncc(N2CCC(O)(CO)CC2)n1)N1CCCC1	i
O=C(NC(c1cccnc1)C(F)(F)F)c1cc(COc2ccc3c(c2)CCCC3)on1 (stereo not given)	i
O=C(c1c(F)c(F)c(F)c(F)c1F)N1CCCCCC1	i
COc1ccc(NC(=O)N2CCN(CCn3c(C)nc4cccnc43)CC2)cc1Cl	i
Nc1nc2[nH]c(=O)[nH]c(=O)c2s1	i
O=c1c(Cl)c(O)c2cccc3c4ccccc4n1c23	i
COc1cccc(NC(=O)CN2CCN(c3nc4ccc([N+](=O)[O-])cc4s3)CC2)c1	i
COc1ccc(Oc2coc3cc(OCC(=O)OCC(C)C)ccc3c2=O)cc1	i
CSCC[C@@H](C(=O)NCc1cccs1)N1Cc2ccccc2C1=O	i
COc1ccc2nc(Nc3nc(-c4ccccn4)cs3)sc2c1	i
COc1ccc(C2SCCN2S(=O)(=O)c2cccc([N+](=O)[O-])c2)cc1OC (stereo not given)	i
Fc1ccccc1OCC1CCCN(Cc2nc(-c3cccs3)no2)C1 (stereo not given)	i
COC(=O)[C@H](CC(C)C)NS(=O)(=O)NCc1ccccc1	?
Cc1[nH]n(-c2ccc([N+](=O)[O-])cc2)c(=O)c1C=NCCc1ccc(S(N)(=O)=O)cc1	i
O=C(Nc1ccc(-c2noc(-c3cccs3)n2)cc1)c1ccc(Br)o1	?
Cc1ncccc1Oc1ncnc(N2CCCC(O)(CO)CC2)c1C (stereo not given)	i
OCCN(CCO)c1ncnc2c1cnn2-c1ccc(Cl)cc1	i
CC(=O)Nc1c2c(nn1C(C)(C)C)CSC2	i
CCn1c(CC2CCNCC2)nn(Cc2noc(-c3ccccc3)n2)c1=O	?
O=C(NCCCc1ccccc1)c1ccccc1F	i
Cc1cc(Cl)ccc1N(CC(=O)Nc1ccc(F)cc1)S(C)(=O)=O	i
CN1CC2(CCCN(C(=O)c3cc(-c4ccsc4)n[nH]3)CC2)OC1=O (stereo not given)	i

Next compounds
SMILES	ST2 inh
CC(=O)Nc1ccc(S(=O)(=O)N2C[C@@H]3C[C@H](C2)c2ccc(-c4ccccc4CN(C)C)c(=O)n2C3)cc1	i
Cc1cnc(SCC2CCCO2)nc1C1CCCN(C(=O)CSc2ccccc2)C1 (stereo not given)	i
CCOc1ccc2c(c1)C(=NO)c1cc(OCC)ccc1-2	?
CCc1c(C(=O)NCCc2nc(-c3cccnc3)n[nH]2)[nH]c2ccccc12	i
O=C(O)c1ccc2c(c1)C(=O)N(c1ccc(N3C(=O)C4C5CCC(C5)C4C3=O)cc1)C2=O (stereo not given)	i
COc1cc(NC(=O)CSc2cc(=O)n(C)c3ccccc23)cc(OC)c1OC	i
Cc1cccc(C(=O)N2N=C(c3cccc(Br)c3)CC2(O)C(F)(F)F)c1 (stereo not given)	i
O=C(CCN1C(=O)C2C3C=CC(CC3)C2C1=O)Nc1ccc2c(c1)OCO2 (stereo not given)	?
COc1ccccc1N(CC(O)Cn1nc(C)cc1C)S(=O)(=O)c1ccccc1 (stereo not given)	i
COCC1(C(=O)NCCN2CCOC2=O)CCC1	i
CN(C)C(=O)c1cc(Cl)c(Cl)c(Cl)c1Cl	i
Cc1ccc(C(=O)NCCc2n[nH]c3c2CCCC3)cc1NC(=O)C1CC1	?
COC(=O)c1sccc1NC(=O)c1ccc2c(Cl)c3c(nc2c1)CCCC3	i
CO[C@H]1CN(C(=O)c2cnnn2-c2ccccc2)CC[C@H]1N	i
CC(=O)N1CCc2c(sc(NC(=O)C3COc4ccccc4O3)c2-c2nc3ccccc3s2)C1 (stereo not given)	?
COc1ccc(OC)c(C2C3=C(Nc4c2c(=O)n(C)c(=O)n4C)c2ccccc2C3=O)c1 (stereo not given)	i
CN1C[C@@H](NC(=O)c2ccccn2)C[C@H]1c1nc(-c2ccncc2)no1	i
CCc1nc(Cn2cnc(-c3ccccc3)c2-c2ccc(C)cc2OC)no1	?
COC1=Nc2ccccc2/C1=C\N(C)C	?
O=C(NCC1CCCN(C(=O)CSc2ccccc2)C1)c1ccc(-c2ccccc2)cc1 (stereo not given)	i
COc1ccc(-c2cc(C(=O)N3CCOCC3)no2)cc1	i
O=C(CSc1nc(O)c(Cc2ccccc2)c(=O)[nH]1)Nc1nccs1	i
COc1ccc(Cl)cc1NC(=O)c1noc2c1CCCC2	i
Nc1n[nH]c(-c2ccc(Br)cc2)n1	i
O=C(CC1COCCN1)NCc1ccc2c(c1)OCO2 (stereo not given)	?

The listing continues.
SMILES	ST2 inh
O=C(Nc1ccccc1[N+](=O)[O-])c1ccc(Br)o1	?
CC1(C)CC(OC(=O)CC#N)CC(C)(C)N1	i
O=C1c2ccccc2NC(c2ccc(F)cc2)N1c1ccccc1 (stereo not given)	?
CCOC(=O)c1sc2c(c1NC(=O)c1ccc3c(c1)OCCO3)CCCC2	i
CC(c1nccs1)N(C)Cc1ncccc1C(=O)O (stereo not given)	?
CN(CC(=O)N1CCN(Cc2ccccc2)CC1)S(=O)(=O)c1ccc(Cl)cc1	i
O=C(Nc1c(-c2ccc(F)cc2)nc2ccccn12)c1ccc2c(c1)OCO2	i
NS(=O)(=O)c1ccc2nc(NC(=O)c3ccccc3F)sc2c1	i
CC(C)(C)c1cc(CN(CCO)CCO)cc(C(C)(C)C)c1O	i
CCN(CC)c1cc(C)c2cc(NC(=O)Cn3c(=O)oc4ccccc43)ccc2n1	i
CCc1cc2c(=O)c(-c3csc(-c4ccccc4)n3)coc2cc1O	i
CNC(=O)CC(C)N(C)C(=O)c1cccc(-c2ccccc2)c1 (stereo not given)	i
CCc1nccn1CCC(=O)N1CC[C@H](CO)[C@H](O)C1	i
CC1CC(C)CN(C(=O)COc2ccc3c(c2)C(=O)CC(C)(C)O3)C1 (stereo not given)	i
Cc1nnc(Sc2cc(C(=O)NCc3cccnc3)c3ccccc3n2)s1	?
CCOCCCn1c(SCC(=O)NC2CCCC2)nc2c(sc3ccccc32)c1=O	i
C=CCN(C(=O)CN(C)S(=O)(=O)c1ccc2c(c1)CCC(=O)N2)C1CCCCC1	i
O=C(CSc1nc2c(c(=O)n1-c1ccc(Cl)cc1)SCC2)Nc1ccc(Cl)cc1	i
O=C(Nc1ccc(Cl)cc1Cl)c1ccccc1F	i
CCn1c(C2CCCN(c3nc(C)cc(C)n3)C2)nn(CCN(C)C)c1=O (stereo not given)	i
CCN(CC)c1ncccc1CNC(=O)COC	?
COc1ccc(/C=C2\SC(N3CCCC3)=NC2=O)cc1OC	i
CCOC(=O)C1(CCOc2ccccc2)CCCN(C(=O)c2ccc(OC)o2)C1 (stereo not given)	i
CC(C)=CCN1CCN(Cc2cccc(-n3cccn3)c2)CC1CCO (stereo not given)	?
CCCOCCn1cc(C2CC=CCC2)nn1 (stereo not given)	i

Nothing new here: an excerpt of the list.
SMILES	ST2 inh
CC(C)=CCN1CCN(Cc2cccc(-n3cccn3)c2)CC1CCO (stereo not given)	?
CCCOCCn1cc(C2CC=CCC2)nn1 (stereo not given)	i

More structures
SMILES	ST2 inh
Cc1ccc(CSC2=NCCN2C(=O)c2ccccc2Br)cc1	?
CCOC(=O)C[C@@H]1C[C@@H](C(C)C)[C@H](CNC(=O)C(C)(C)C)C=C1C	?
O=C(c1ccccc1C1CCNC1)N1CCC(Nc2ccccn2)CC1 (stereo not given)	?
Cc1ccn2cc(-c3ccc(S(=O)(=O)N(C)C)cc3)nc2c1	i
O=C(NCc1c(F)cc(F)cc1F)C1C2C=CC3(CN(Cc4cccs4)C(=O)C13)O2 (stereo not given)	i
COc1ccc(CNC(=O)C[C@@H]2O[C@H](CNC(=O)Nc3cccc(F)c3)[C@@H](O)[C@H]2O)cc1	i

6 compounds picked at random from those above, as already listed:
SMILES	ST2 inh
O=C(c1ccccc1C1CCNC1)N1CCC(Nc2ccccn2)CC1 (stereo not given)	?
CCOC(=O)C[C@@H]1C[C@@H](C(C)C)[C@H](CNC(=O)C(C)(C)C)C=C1C	?
O=C(NCc1c(F)cc(F)cc1F)C1C2C=CC3(CN(Cc4cccs4)C(=O)C13)O2 (stereo not given)	i
COc1ccc(CNC(=O)C[C@@H]2O[C@H](CNC(=O)Nc3cccc(F)c3)[C@@H](O)[C@H]2O)cc1	i
Cc1ccn2cc(-c3ccc(S(=O)(=O)N(C)C)cc3)nc2c1	i
Cc1ccc(CSC2=NCCN2C(=O)c2ccccc2Br)cc1	?
